# High-throughput results deposited in PubChem by several laboratories.
# CSN deneddyl inh: inhibitors of human CSN-mediated cullin deneddylation; AID 651999; hit rate 0.38% among 360,000; Q92905; Purified CSN, SCF-Nedd8-OG deneddylation, fluorescence polarization; inhibition, % at 12.5 µM;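 active means pattern-corrected inhibition above about 35%, with an unprinted fluorescence ratio check between 0.5 and 1.5, limit read from the data, passing the limit was not always enough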;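 further: 0% = enzyme with substrate and 100% = substrate without enzyme; some results filed as inactive read as strong as hits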
#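 Assay system: purified human Csn5 enzyme expressed in HEK293T cells; measure: % inhibition; also added: SCFSkp2-Nedd8OG substrate at 10 nM final; technique: fluorescence polarization; times: reaction 90 min, room temperature; medium: Tris buffer pH 7.5, NaCl, DTT, Tween-20, trehalose, ovalbumin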
# Scp1 inh: inhibitors of human Scp-1 phosphatase. hit rate 0.88% among 340,000. AID 493091. Q9GZU7. inhibition, % at 20 µM. Recombinant Scp1, phosphopeptide, malachite green phosphate absorbance;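 active means inhibition above about 50% at 20 µM, limit read from the data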;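 further: plate controls were DMSO wells with enzyme for no effect and wells lacking enzyme for full effect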
#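 Material: truncated SCP-1 phosphatase (76-261aa) / Buffer or medium: 50 mM Tris acetate pH 5.5, 0.005% Tween-20, 10 mM MgCl2 / Compound dosing: one concentration, 20 µM, with 1.0% DMSO / Incubation: 45 min room-temperature reaction, 5 min colour, 30 min stabiliser / Detection: colorimetric free-phosphate detection, absorbance 630 nm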
# NadD inh: blocks S. aureus nicotinate mononucleotide adenylyltransferase; inhibition, % at 20 µM; hit rate 0.78% among 360,000; purified NadD enzyme, colorimetric absorbance read-out; in the data active means inhibition above about 26%; further: some compounds past the cut are filed as inactive
# DNMT1 block: DNMT1 (human) enzyme inhibition. DNMT1 molecular beacon, Hinp1I cleavage, fluorescence. hit rate 0.83% among 360,000. P26358. inhibition (reported as % activation of signal), % at 10 µM; in the data active means inhibition above about 50%
# Target sequence (P26358 504-1616 limits assumed): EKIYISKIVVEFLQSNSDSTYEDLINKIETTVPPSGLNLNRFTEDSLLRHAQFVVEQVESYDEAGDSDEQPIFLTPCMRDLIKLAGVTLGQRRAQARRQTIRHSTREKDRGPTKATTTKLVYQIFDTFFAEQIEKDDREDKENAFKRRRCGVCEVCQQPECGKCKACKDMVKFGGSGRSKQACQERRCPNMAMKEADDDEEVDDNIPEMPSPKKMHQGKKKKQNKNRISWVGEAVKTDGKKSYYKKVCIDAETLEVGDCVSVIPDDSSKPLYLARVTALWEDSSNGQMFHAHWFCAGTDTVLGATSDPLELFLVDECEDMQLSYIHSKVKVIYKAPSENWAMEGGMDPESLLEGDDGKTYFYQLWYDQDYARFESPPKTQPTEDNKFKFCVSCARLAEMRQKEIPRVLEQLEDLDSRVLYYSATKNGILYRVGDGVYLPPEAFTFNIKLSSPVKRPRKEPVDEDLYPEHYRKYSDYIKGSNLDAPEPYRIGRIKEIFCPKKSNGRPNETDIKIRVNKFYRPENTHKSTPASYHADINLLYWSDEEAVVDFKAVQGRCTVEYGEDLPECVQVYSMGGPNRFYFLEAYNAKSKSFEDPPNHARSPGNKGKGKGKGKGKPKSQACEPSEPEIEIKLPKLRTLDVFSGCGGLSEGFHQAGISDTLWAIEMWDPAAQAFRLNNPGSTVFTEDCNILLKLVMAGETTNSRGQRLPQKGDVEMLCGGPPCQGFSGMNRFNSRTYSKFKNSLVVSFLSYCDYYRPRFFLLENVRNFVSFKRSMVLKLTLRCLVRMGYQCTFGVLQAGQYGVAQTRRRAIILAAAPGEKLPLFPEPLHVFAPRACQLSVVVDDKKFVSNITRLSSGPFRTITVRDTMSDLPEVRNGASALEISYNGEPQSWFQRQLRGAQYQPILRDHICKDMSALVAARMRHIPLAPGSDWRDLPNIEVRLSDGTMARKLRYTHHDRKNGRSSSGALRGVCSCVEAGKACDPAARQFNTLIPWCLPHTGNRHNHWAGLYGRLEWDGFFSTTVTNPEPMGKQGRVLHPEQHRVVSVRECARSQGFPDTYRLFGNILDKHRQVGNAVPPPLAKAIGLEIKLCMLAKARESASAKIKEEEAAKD
# MLLE-PAM2 inh: blocks PAM2 peptide binding to the PABP1 MLLE domain; hit rate 0.36% among 360,000; GST-MLLE / FITC-PAM2 fluorescence polarization; inhibition, % at 20 µM; in the data active means inhibition above about 35%, passing the limit was not always enough;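 further: plate controls were DMSO wells with GST-MLLE for no effect and wells lacking GST-MLLE protein for full effect; some results filed as inactive read as strong as hits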
# SUMO1 PPI mod: alters human SUMO1 binding to SIM partners; inhibition, % at 20 µM; hit rate 0.33% among 360,000; P63165; SUMO1 binding to a labelled peptide, TR-FRET, 1 h; in the data active means inhibition above about 37%
# TbMetRS inhib: blocks T. brucei methionyl-tRNA synthetase activity. purified T. brucei MetRS, ATP depletion, Kinase-Glo luminescence. inhibition, % at 11.9 µM. hit rate 0.4% among 360,000;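 active means inhibition above a per-plate cutoff of the control wells' mean inhibition plus 3 SD, cut at about 5.5% in these data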;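 further: 0% = DMSO wells median and 100% = median of wells with control inhibitor compound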
#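 Dosing: 11.9 µM single point; system: parasite MetRS enzyme; technique: luminescence of leftover ATP; times: 15 min enzyme-compound preincubation, 2 h reaction, 10 min detection, 25 °C; replicates: each compound tested once; read-out basis: percent inhibition relative to median high and low control wells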
# Rpn11 block: blocks the human proteasome subunit Rpn11 | O00487 | human 26S proteasome, Ub4-pepOG fluorescence polarization; 20S core pre-blocked with epoxomicin | calls only at 20 µM | hit rate 0.59% among 360,000 | AID 588493;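 active means inhibition at 20 µM, scaled to each plate's controls, above about 33%, limit read from the data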
# LMPTP inh: blocks human LMPTP phosphatase | AID 651560 | hit rate 0.22% among 360,000 | inhibition, % at 20 µM | recombinant LMPTP-A, OMFP fluorogenic substrate, fluorescence intensity;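 active means compounds that cut the enzyme signal by at least half of the control window in the single-dose screen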;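 further: plate controls were DMSO wells with enzyme plus substrate for no effect and substrate without enzyme for full effect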
#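 Buffer or medium: Bis-Tris pH 6.0, DTT, detergent; Assay system: LMPTP-A enzyme; Quantity: 0.625 nM enzyme; Detection: endpoint fluorescence intensity; Times: 50 min dark incubation at room temperature; Controls: substrate-only low control, DMSO enzyme-plus-substrate high control; Doses: single 20 µM dose; Read-out: percent inhibition versus substrate-only and uninhibited controls; Reagent: 400 µM OMFP.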
# STEP inh: inhibitors of human striatal-enriched phosphatase STEP; P54829; recombinant STEP, OMFP fluorogenic substrate, fluorescence; inhibition, % at 20 µM; hit rate 0.25% among 360,000;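 active means inhibition at 20 µM, scaled per plate between control wells, above about 37%, limit read from the data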;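 further: 0% = DMSO with enzyme and substrate and 100% = substrate only without enzyme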
#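 Measure: Control-normalized % inhibition with plate pattern correction | Test system: STEP phosphatase, cell-free reaction | Medium: pH 6.0 Bis-Tris with DTT and Tween 20 | Technique: Fluorescence, 480/540 nm | Times: Reaction 20 min, ambient temperature | Doses: Single compound dose of 20 µM, 1% DMSO final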
# An asterisk follows results filed as active; i = inactive; / = not tested or not shown. Not a hit list (roughly 3.6% active in at least one column).
SMILES,CSN deneddyl inh,Scp1 inh,NadD inh,DNMT1 block,MLLE-PAM2 inh,SUMO1 PPI mod,TbMetRS inhib,Rpn11 block,LMPTP inh,STEP inh
COC(=O)CSc1ccc(S(=O)(=O)N2CCCCCC2)cc1[N+](=O)[O-],-4,-1,-6,-7,-2,-9,-0.5,i,1.3,2
O=C(COc1ccccc1)Nc1nnc(-c2ccc(Cl)cc2)o1,1,-8,4,1,31,6,0.1,i,-0.2,0
COc1cccc(OC)c1C(=O)Nc1ccc(S(=O)(=O)Nc2ncccn2)cc1,-2,3,-4,1,1,-2,-1.5,i,-2.5,-1
CNc1nc2c(C)cccn2c(=O)c1C=NCc1ccccc1,-4,-4,-2,3,-1,-9,-0.3,i,-0.8,0
Cn1cnc2cc(NCc3ccc(Cl)cc3)ccc21,0,-12,-8,-1,7,-3,7.2*,i,-1.6,4
Cc1nn(-c2ccccc2)c(NC(=O)c2cccs2)c(-c2ccccc2Cl)c1=O,-1,0,1,-6,-9,0,-0.1,i,-2.5,-4
CCOC(=O)N1CCN(C(=O)c2cc(OCC)c(OCC)c(OCC)c2)CC1,-5,0,0,13,4,3,-1.2,i,0.8,-6
C#CCOCCOCCOCCNc1nc(N2CCN(C(=O)[C@H]([C@@H](C)CC)n3cc([C@@H](N)CO)nn3)CC2)nc(N2CCN(C(=O)[C@H](Cc3ccc(O)cc3)n3cc([C@@H](N)CC(C)C)nn3)CC2)n1,2,0,6,0,16,-3,-0.3,i,0.7,-5
CCCc1cc(C(=O)Nc2sc(C(C)=O)c(C)c2C(=O)OCC)no1,-2,-12,6,7,23,-4,1.0,i,-2.9,6
CCc1cc2c(=O)c(-c3nc4ccccc4n3C)c(C(C)C)oc2c(CN2CCN(C)CC2)c1O,-1,-10,-1,0,2,5,-0.5,i,-0.9,-4
COc1ccc(N2C(=O)C3C4C=CC(C4)C3C2=O)nn1 (stereo not drawn),8,1,-7,2,-4,1,-0.1,i,-1.1,-2
O=C(c1ccc([N+](=O)[O-])cc1)N1CCOCC1,-6,2,0,-7,-4,-20,0.3,i,0.7,1
O=C1c2cccc(Cl)c2C(=O)c2c1cccc2N1CCCC1,-5,-5,0,-11,4,-8,-1.6,i,6.8,4
CCOC(=O)c1c(C)[n+](-c2ccc(C)cc2)c(CC)c2cc(OC)c(OC)cc12,-3,-4,0,-3,-5,-3,-0.6,i,-0.3,1
CN(C)c1ncnc2sc(-c3ccccc3)cc12,0,-4,-4,2,-3,-14,-0.4,i,0.2,2
Nc1cc(C(F)(F)F)ccc1N1CCOCC1,7,-6,2,-2,2,-1,-1.2,i,-2.4,4
Nc1[nH]nc2ncc3cc4ccccc4nc3c12,2,-4,1,3,-5,-16,0.5,i,0.6,4
CN(C1=C(N2CCOCC2)C(=O)c2ccccc2C1=O)c1ccccc1,5,-13,-5,-14,12,-17,1.1,i,3.4,3
O=C1CCC(=O)N1c1ccc(NCCc2cccc(F)c2)c([N+](=O)[O-])c1,3,-4,-2,0,9,-24,-0.2,i,-0.3,-1
Cc1ccc2c(c1)N(CC(=O)N1CCCCC1C)C(=O)CO2 (stereo not drawn),3,1,-7,2,7,-7,-0.3,i,-0.4,-1
CC1(C)CC(=O)C2=C(C1)N(c1cccc(O)c1)C1=C(C2)C(=O)CC(C)(C)C1,3,-8,-5,-4,1,3,0.8,i,-1.6,-2
CC(C)C(=O)N1CCC(n2nccc2NC(=O)CCc2ccccc2)CC1,2,-1,-2,-2,3,0,-0.5,i,1.1,-6
COc1ccccc1NC(=O)COC(=O)COc1cccc2c1OC(C)(C)C2,-2,-9,-4,5,-11,8,0.0,i,0.1,-2
Cc1cc(C(=O)NNC(=O)CCC2CCCCC2)c(C)o1,8,6,-3,4,15,5,0.7,i,-2.0,-4
CCOc1c(Br)cc(C(=O)Nc2cccc(S(=O)(=O)N3CCOCC3)c2)cc1OC,2,/,-4,9,-6,4,0.2,i,3.0,0
CCc1sc(C(=O)N2CCc3ccccc32)cc1C,-2,-6,-3,-4,10,-2,-1.9,i,2.0,2
COCCN1Cc2cccc(C(=O)Nc3cccc(-c4nc5ccccc5[nH]4)c3)c2C1=O,-1,-2,-9,-11,-2,3,-0.7,i,4.1,0
CSCCC(NC(=O)c1ccccc1Cl)C(=O)N1CCN(C(c2ccccc2)c2ccccc2)CC1 (stereo not drawn),-1,-5,6,2,-11,1,-0.2,i,3.7,-1
C=CCN(c1ccc(C(=O)NCCCn2ccnc2)cc1)S(C)(=O)=O,3,-5,-1,-2,5,0,-0.4,i,-5.8,-2
CCc1cc2c(=O)c(-c3cscn3)coc2c(CN(C)C)c1O,-5,0,2,-8,2,-2,0.2,i,0.3,1
Cc1cccc(-n2c(SC(C)C(=O)O)nc3sc4c(c3c2=O)CCCC4)c1 (stereo not drawn),2,-10,-1,1,-5,3,-0.4,i,-2.5,3
c1ccc(OCCCCN2CCCCC2)cc1,2,-5,-3,-6,0,1,-1.6,i,-1.7,-3
C/C(CCC(C)C)=N\NC(=O)COc1ccccc1-c1ccccc1,-7,-5,1,9,3,4,-0.1,i,0.4,0
CC(C)(C)C(=O)c1c(N)[nH]c(C(=O)c2ccccc2)c1-c1ccc(C(F)(F)F)cc1,3,/,-4,/,/,4,-1.6,/,-0.1,/
Cn1c(=O)oc2cc(S(=O)(=O)Nc3ccccc3)ccc21,-2,-2,-4,1,-16,4,0.4,i,1.3,-1
CCCCN(C(=O)C1=NN(c2ccccc2)C(=O)CC1)c1c(N)n(CCC)c(=O)[nH]c1=O,2,-7,0,-1,4,10,-0.2,i,0.4,-1
CCCCOC(=O)Nc1nnc(COc2ccccc2)s1,-5,-4,-9,-5,11,-4,-0.6,i,1.5,3
COc1ccc(CC(=O)N2N=C(C)CC2(O)c2cccnc2)cc1OC (stereo not drawn),1,-5,-3,2,15,-2,-0.6,i,-1.2,1
COc1ccc(C(=O)NCCOc2cccc(OC)c2)cc1,-1,-5,-2,0,11,2,0.4,i,-0.6,2
CCOc1ccccc1CN1CCN(CCCc2ccccc2)CC1CCO (stereo not drawn),-1,-8,-6,-18,4,7,-0.5,i,0.9,-3
Cc1cc([N+](=O)[O-])cc2c1NC(=O)C2(O)N1CCOCC1 (stereo not drawn),2,-1,-2,-5,-10,-10,-0.1,i,-3.3,1
COc1ccc(CN2CCCC(C(=O)N3CCCC3)C2)c(OC)c1OC (stereo not drawn),-4,/,-3,1,-7,2,-1.8,i,-2.7,0
COc1cc(C(=O)OC(C)c2ccc(F)cc2)ccc1OCC(=O)N1CCOCC1 (stereo not drawn),0,6,-2,0,-13,1,0.0,i,0.3,3
CN1CCN(c2ccc(NC(=O)c3ccco3)cc2Cl)CC1,2,4,0,-1,-3,-4,0.0,i,0.0,-2
O=C(CCNS(=O)(=O)c1ccccc1C(F)(F)F)N1CCN(S(=O)(=O)c2cccc(F)c2)CC1,8,-9,4,-13,-9,-57,-0.2,i,-11,-2
Cc1ccc(C)c(NC(=S)NC(NC(=O)N(C)C)C(Cl)(Cl)Cl)c1 (stereo not drawn),5,-4,0,-2,-18,-5,-0.1,i,0.2,0
CS(=O)(=O)c1ccc(C(=O)NCCN2C(=O)S/C(=C\c3cccnc3)C2=O)cc1[N+](=O)[O-],5,-11,10,-1,-15,-14,-0.5,i,15,-1
COc1ccc(-n2c(O)c(C=NCC(c3ccco3)N3CCCC3)c3ccccc3c2=O)cc1OC (stereo not drawn),9,-4,5,-6,-32,-15,-0.6,i,0.0,0
CCCN(CC(=O)Nc1ccccc1C)C(=O)C1CCN(c2ncnc3sc(C)c(C)c23)CC1,-2,0,6,-5,10,-35,-0.3,i,-9.7,-1
CN(C)c1ccc(/C(=N\O)c2ccccc2)cc1,7,-6,-4,-1,-6,-3,-0.1,i,0.5,-1
O=C(CNC(=O)c1ccc([N+](=O)[O-])cc1)c1ccccc1,5,0,3,2,-17,-22,-1.1,i,-1.1,-2

# Single values from above.
# Value for CN1CCN(c2ccc(NC(=O)c3ccco3)cc2Cl)CC1 under CSN deneddyl inh: 2
# Value for Cc1cc([N+](=O)[O-])cc2c1NC(=O)C2(O)N1CCOCC1 (stereo not drawn) under DNMT1 block: -5

# Entries shown so far containing a Cl atom:
SMILES,CSN deneddyl inh,Scp1 inh,NadD inh,DNMT1 block,MLLE-PAM2 inh,SUMO1 PPI mod,TbMetRS inhib,Rpn11 block,LMPTP inh,STEP inh
O=C(COc1ccccc1)Nc1nnc(-c2ccc(Cl)cc2)o1,1,-8,4,1,31,6,0.1,i,-0.2,0
Cn1cnc2cc(NCc3ccc(Cl)cc3)ccc21,0,-12,-8,-1,7,-3,7.2*,i,-1.6,4
Cc1nn(-c2ccccc2)c(NC(=O)c2cccs2)c(-c2ccccc2Cl)c1=O,-1,0,1,-6,-9,0,-0.1,i,-2.5,-4
O=C1c2cccc(Cl)c2C(=O)c2c1cccc2N1CCCC1,-5,-5,0,-11,4,-8,-1.6,i,6.8,4
CSCCC(NC(=O)c1ccccc1Cl)C(=O)N1CCN(C(c2ccccc2)c2ccccc2)CC1 (stereo not drawn),-1,-5,6,2,-11,1,-0.2,i,3.7,-1
CN1CCN(c2ccc(NC(=O)c3ccco3)cc2Cl)CC1,2,4,0,-1,-3,-4,0.0,i,0.0,-2
Cc1ccc(C)c(NC(=S)NC(NC(=O)N(C)C)C(Cl)(Cl)Cl)c1 (stereo not drawn),5,-4,0,-2,-18,-5,-0.1,i,0.2,0
